Screening results (PubChem)
GSIS activator: GLuc luminescence reporter in INS-1E cells, primary screen for activators of glucose-dependent secretion of insulin. AID 743287. activation, % at 16.6 µM. INS-1E GLuc reporter insulin secretion, 2-3 h. actives 0.61% (n = 370,000);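 active = lowest replicate activation of at least 40%, so every replicate reaches that level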;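 also: 0% = median of neutral control wells and 100% = median of IBMX positive control wells; some compounds called inactive have numbers as strong as hits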
FN deposition inh: fibronectin deposition inhibition; AH1F fibroblasts, Alexa488-fibronectin deposition fluorescence, overnight; actives 0.086% (n = 350,000); inhibition, % at 12.6 µM;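 active = mean inhibition across replicates of 30% or more, regardless of how many single replicates reach that level; inconclusive = mean under 30% yet at least half of replicates reach 30%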;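 also: positive control wells lacked labelled fibronectin entirely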
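Material: AH1F fibroblast monolayer depositing Alexa488-labelled fibronectin into matrix / Amount: 10000 AH1F cells per well / Signal: fluorescence 485/525 nm / Medium: DMEM, 2% serum / Compound: single dose, pinned / Incubation: 1 h cell adhesion before compound, then overnight fibronectin incubation / Reagent: Alexa488-FN, 24 nM final / Read-out: inhibition of fibronectin deposition signal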
PAX8 inh HTS: PAX8 transcriptional activity inhibition. RMG-I TPO-luciferase reporter, SteadyGlo, 24 h. AID 652154. actives 1.2% (n = 360,000). inhibition, % at 12.6 µM;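 active = mean replicate inhibition at least 60% with every replicate also reaching 60%; inconclusive = only one of the two criteria is met; inactive = mean below 60% and not all replicates reaching 60%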;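 also: luciferase light reporting Pax8 driven TPO promoter activity; plate controls were median of neutral control wells for no effect and mitoxantrone controls for full effect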
DENV2 CPE: protects cells from dengue virus 2 cytopathic effect | AID 651640 | CPE inhibition, % at 9.99 µM | DENV2-infected cells, cytopathic effect rescue, plate reader | actives 1.7% (n = 350,000); in the data active = CPE inhibition above about 20%, passing the limit was not always enough; inconclusive = no clear call, values can overlap the other calls; tested in BHK-21 cells;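 also: 0% = median of neutral control wells and 100% = median of positive control wells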
CFTR F508del cor: CFTR F508del correction in bronchial cells; CFBE cells, YFP halide quenching; stimulated with forskolin plus potentiator P3; % fluorescence drop versus neutral controls; activity (quench increase), % at 7.58 µM; actives 0.36% (n = 350,000);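 active = mean added fluorescence quench of at least 8% versus neutral control, with both replicates also reaching 8%; inconclusive = only one of the mean or replicate conditions met; inactive = mean below 8% and not both replicates reaching 8%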;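 also: cells transiently co-express mutant CFTR-F508del with the halide-sensitive YFP; corrector assay measuring rescue of mutant channel to the surface after 24 h compound exposure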
miR122 inh: blocks miR-122 activity in Huh7 sensor cells; Huh7 miR-122 Renilla luciferase sensor, 48 h; neutral wells = 0, positive control = 100; activation (reporter increase), % at 12.5 µM; actives 0.3% (n = 340,000); AID 602342;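 active = mean replicate activation score at least 90 and every replicate individually at or above 90; inconclusive = only one of the two criteria met; inactive = neither criterion met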;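 also: higher luciferase means less miR-122 activity so hits act as miR-122 inhibitors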
EWS-Fli inh: inhibitors of EWS/Fli oncoprotein transcriptional activity; A673 NR0B1-luciferase reporter, viability-normalised; inhibition, % at 12.6 µM; actives 0.67% (n = 350,000); AID 651661;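 active = mean inhibition of at least 50% after viability correction, with every replicate also passing that limit; inconclusive = mean reaches 50% but only one of two replicates passes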;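 also: firefly luciferase signal divided by Alamar Blue viability fluorescence both relative to DMSO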
Starred values were filed as active, the others as inactive; u = inconclusive; x = no result given; & = joins results of further samples; [ ] = remark or other dose.

No.	Structure	GSIS activator	FN deposition inh	PAX8 inh HTS	DENV2 CPE	CFTR F508del cor	miR122 inh	EWS-Fli inh
1	CN(C(=O)c1cccc(COc2ccc(Cl)cc2Cl)c1)c1ccccc1	-19	6	-135	x	x	-2	x
2	O=C(CCN1CCCCC1)N[C@H]1CC[C@@H](CC(=O)N2CCC(Cc3ccccc3)CC2)O[C@H]1CO	0	6	-13	8	-5.8	-3[16.7 µM]	1
3	O=C1c2c(Br)c(Br)c(Br)c(Br)c2C(=O)N1c1ccccn1	-9	2	16	6	0.1	x	19
4	O=C(Cn1cnc([N+](=O)[O-])c1)c1ccc(F)cc1	-4	-2	-4	u	0.1	-3	-8
5	Cc1cc(OCC(=O)NC(C)c2ccccc2)ccc1[N+](=O)[O-] (stereo not given)	-10	-11	0	13	-3.4	x	-1
6	O=C(CSc1ccc(F)cc1)NCCSc1ccccc1	-14	5	6	-1	-0.7	x	-11
7	CC(O)(c1ccc(F)c(F)c1)c1nc(-c2ccc3ccccc3c2)cs1 (stereo not given)	-14	28	-10	-4	1.4	-4	7
8	CCOC(=O)c1nn(-c2ccccc2C)c(=O)cc1OCC(=O)N1CCN(c2ccccc2)CC1	-13	-3	x	-3	0.0	x	3
9	O=C(c1ccc(NS(=O)(=O)c2ccccc2)cc1)N1CCCCCC1	-8	x	0	-3	1.8	7	x
10	CC(=O)c1cccc(-c2ccnc3c2CC(C(=O)Nc2cccc(NS(C)(=O)=O)c2)O3)c1 (stereo not given)	5	-10	24	u	0.8	0	34
11	CC1=C(C(=O)N(C)C)CC(CC(=O)NCCN2CCOCC2)C(=O)N1Cc1ccccc1 (stereo not given)	8	-3	2	7	-0.2	-4	-6
12	Cc1ccc(CNC(=O)CCS(=O)(=O)c2ccc(Br)cc2)cc1	-6	-8	18	-7	x	x	6
13	CO[C@H]1CN(C)C(=O)c2ccc(NC(=O)c3cnccn3)cc2OC[C@H](C)N(C(=O)C2CC2)C[C@@H]1C	3	x	-7	0	-0.2	x	-7
14	CCC(=O)N1CC2(CCN(C(=O)NC(C)C)CC2)c2c(n(C)c3cc(OC)ccc23)[C@H]1CO	19	x	x	15	0.5	x	-8
15	COc1ccc(NC(=O)N(C)C[C@@H]2Oc3c(NC(=O)Nc4ccccc4)cccc3C(=O)N([C@@H](C)CO)C[C@@H]2C)cc1	-22	x	4	0	-0.1	3[16.7 µM]	-6

A second format for some results above:
The line under a structure holds: GSIS activator | FN deposition inh | PAX8 inh HTS | DENV2 CPE | CFTR F508del cor | miR122 inh | EWS-Fli inh
2) O=C(CCN1CCCCC1)N[C@H]1CC[C@@H](CC(=O)N2CCC(Cc3ccccc3)CC2)O[C@H]1CO
    0 | 6 | -13 | 8 | -5.8 | -3[16.7 µM] | 1
3) O=C1c2c(Br)c(Br)c(Br)c(Br)c2C(=O)N1c1ccccn1
    -9 | 2 | 16 | 6 | 0.1 | x | 19
4) O=C(Cn1cnc([N+](=O)[O-])c1)c1ccc(F)cc1
    -4 | -2 | -4 | u | 0.1 | -3 | -8
5) Cc1cc(OCC(=O)NC(C)c2ccccc2)ccc1[N+](=O)[O-] (stereo not given)
    -10 | -11 | 0 | 13 | -3.4 | x | -1
6) O=C(CSc1ccc(F)cc1)NCCSc1ccccc1
    -14 | 5 | 6 | -1 | -0.7 | x | -11
7) CC(O)(c1ccc(F)c(F)c1)c1nc(-c2ccc3ccccc3c2)cs1 (stereo not given)
    -14 | 28 | -10 | -4 | 1.4 | -4 | 7
8) CCOC(=O)c1nn(-c2ccccc2C)c(=O)cc1OCC(=O)N1CCN(c2ccccc2)CC1
    -13 | -3 | x | -3 | 0.0 | x | 3
9) O=C(c1ccc(NS(=O)(=O)c2ccccc2)cc1)N1CCCCCC1
    -8 | x | 0 | -3 | 1.8 | 7 | x
10) CC(=O)c1cccc(-c2ccnc3c2CC(C(=O)Nc2cccc(NS(C)(=O)=O)c2)O3)c1 (stereo not given)
    5 | -10 | 24 | u | 0.8 | 0 | 34
11) CC1=C(C(=O)N(C)C)CC(CC(=O)NCCN2CCOCC2)C(=O)N1Cc1ccccc1 (stereo not given)
    8 | -3 | 2 | 7 | -0.2 | -4 | -6
12) Cc1ccc(CNC(=O)CCS(=O)(=O)c2ccc(Br)cc2)cc1
    -6 | -8 | 18 | -7 | x | x | 6
13) CO[C@H]1CN(C)C(=O)c2ccc(NC(=O)c3cnccn3)cc2OC[C@H](C)N(C(=O)C2CC2)C[C@@H]1C
    3 | x | -7 | 0 | -0.2 | x | -7

Following part:
No.	Structure	GSIS activator	FN deposition inh	PAX8 inh HTS	DENV2 CPE	CFTR F508del cor	miR122 inh	EWS-Fli inh
16	COc1ccc(N2CCN(C(=O)c3cccn4c(=O)c5ccccc5nc34)CC2)cc1	5	3	-13	x	2.4	1	-4
17	CCCCCOc1ccc(NC(=O)c2cc(SC)ccc2Cl)cc1	-4	4	-3	x	x	-1	x
18	CCCN1C[C@@H](C)[C@H](OC)CN(C)C(=O)c2cc(NC(=O)CC)ccc2OC[C@@H]1C	12	x	x	x	-3.1	-11[16.7 µM]	-1
19	Cc1cc(C)c(S(=O)(=O)N2C[C@H]3CON(C)[C@H]3C[C@H]2c2ccc(-n3ccnc3)cc2)c(C)c1	-18	-12	16	2	1.5	x	2
20	Cc1ccccc1NC(=O)Cc1c[nH]c2ccccc12	-2	-7	8	-1	-0.6	3	8
21	CCCOc1ccc(-c2c(C(=O)N/N=C/c3ccc(OC)cc3)nnn2-c2nonc2N)cc1	-27	-9	-16	x	x	x	x
22	C=C(C)CSc1nc2sc3c(c2c(=O)n1-c1ccc(OC)cc1)CCN(C)C3	2	0	5	-2	-0.9	x	3
23	O=C(C[C@H]1CC[C@@H](NC(=O)Nc2ccc(F)cc2)[C@@H](CO)O1)NCc1ccccn1	8	-6	-15	3	-1.5	x	-1
24	CC(=O)Nc1ccc(S(=O)(=O)Nc2nc3ccccc3nc2N2CCc3ccccc3C2)cc1	8	4	9	x	0.6	8	-32
25	C[C@@H]1CN([C@H](C)CO)C(=O)c2cccc(NC(=O)C3CCOCC3)c2O[C@@H]1CN(C)Cc1ccc(C(F)(F)F)cc1	10	x	-7	39*	-2.3	7[16.7 µM]	-14
26	CCOc1ccc(N2C(=O)C3C(c4ccccc4F)NN(C(=O)c4ccc(C)cc4)C3C2=O)cc1 (stereo not given)	4	-3	3	8	-2.7	-5	-2
27	O=C(CSc1nc(O)c(Cc2ccccc2)c(=O)[nH]1)N1CCOCC1	18	3	-8	-2	2.3	7	-22
28	COc1ccc2c3c([nH]c2c1)[C@H](CO)N(Cc1cc(F)ccc1F)CC31CCN(C(C)=O)CC1	3	x	x	15	0.9	x	-2
29	Cc1cccc(C(=O)Nc2nc3ccc(S(C)(=O)=O)cc3s2)c1	16	3	-55	6	1.7	-5	-123
30	C/C=C/COC(=O)C1=C(C)NC(=O)NC1c1ccc2c(c1)OCO2 (stereo not given)	9	5	-19	-2	-2.5	0	-5

Continuation:
No.	Structure	GSIS activator	FN deposition inh	PAX8 inh HTS	DENV2 CPE	CFTR F508del cor	miR122 inh	EWS-Fli inh
31	CCN/C=C(\C#N)S(=O)(=O)c1ccc(Br)cc1	2	-2	10	2	-5.3	x	11
32	O=C1CN(C(=O)COC(=O)c2ccc([N+](=O)[O-])o2)c2ccccc2N1	-3	-1	7	3	0.5	x	7
33	C[C@@H]1CN([C@H](C)CO)C(=O)c2cc(NC(=O)c3ccncc3)ccc2O[C@H]1CN(C)C	13	x	-5	2	1.0	-6[16.7 µM]	-10
34	COCC(=O)N1C[C@H]2[C@@H](c3ccccc31)[C@H](CO)N2C(=O)C1CCOCC1	0	x	-8	u	2.9	3[16.7 µM]	0
35	CN(C)CCCNC(=O)C[C@H]1CC[C@H]2[C@@H](COC[C@@H](O)CN2CC2CCCCC2)O1	6	-7	x	6	-0.9	x	-1
36	O=C(CN1C(=O)NC2(CCCC2)C1=O)OCC(=O)c1cccc(Cl)c1	12	2	-1	-2	-1.7	0	-1
37	CC(C)C(NC(=O)c1ccc(Cl)cc1Cl)C(=O)NCCc1ccccn1 (stereo not given)	-10	-2	7	-1	2.3	-3	7
38	O=C(N[C@@H]1C=C[C@H](CC(=O)N2CCOCC2)O[C@H]1CO)c1ccc2c(c1)OCO2	0	x	10	0	0.4	x	2
39	CCCn1c(N)c(C(=O)NS(=O)(=O)c2ccc(C)cc2)c(=O)n(C)c1=O	-36	-17	11	1	-2.2	x	6
40	COc1ccc(C=O)cc1OS(=O)(=O)c1ccccc1[N+](=O)[O-]	9	-17	8	2	x	x	-1
41	CCOc1ccc2nc(NCCNC(=O)Nc3ccccc3)c(C#N)cc2c1	200*	-4	8	x	x	-22	x
42	Cc1ccc(S(=O)(=O)Nc2ccc3c(c2)C(=O)N([C@H](C)CO)C[C@H](C)[C@@H](CN(C)C(=O)Nc2cccc4ccccc24)OCCCC[C@@H](C)O3)cc1	14	-2	-3	2	0.9	-4[16.7 µM]	6
43	CCOc1ccccc1NC(=O)c1ccc(CN2CCc3ccccc3C2)cc1	6	1	15	u	-3.3	-19	5
44	Cc1nc(N2CCN(C(=O)c3cnccn3)CC2)c2c3c(sc2n1)CC(C(C)(C)C)CC3 (stereo not given)	4	5	-1	7	0.3	-6	-1
45	C[C@H](CO)N1C[C@H](C)[C@H](CN(C)Cc2ccc(-c3ccccc3)cc2)Oc2ccc(NC(=O)Nc3ccc4c(c3)OCO4)cc2CC1=O	-15	x	-8	13	-2.1	-8[16.7 µM]	-5

(further entries)
No.	Structure	GSIS activator	FN deposition inh	PAX8 inh HTS	DENV2 CPE	CFTR F508del cor	miR122 inh	EWS-Fli inh
46	COc1cccc(CNCCO)c1OCc1ccccc1	7	4	-21	0	-0.7	x	0
47	Cc1ccc(-n2c(O)c(/C=N/Nc3ccc(S(=O)(=O)N4CCOCC4)cc3[N+](=O)[O-])c3ccccc3c2=O)c(C)c1	-1	-7	24	7	1.6	x	15
48	C[C@@H]1CN([C@H](C)CO)C(=O)Cc2cc(NS(C)(=O)=O)ccc2O[C@@H]1CN(C)CC1CCCCC1	12	3	6	12	3.0	1[16.7 µM]	-6
49	CC(=O)N(C)C[C@H]1Oc2cc(C#Cc3ccc(F)cc3)ccc2S(=O)(=O)N([C@@H](C)CO)C[C@@H]1C	-14	x	9	-2	3.7	13[16.7 µM]	-2
50	Cc1ccc(NC(=O)CN(C)CC(=O)N(C)Cc2ccccc2)cc1	-19	-3	-3	-5	-0.4	x	-2
51	COC(=O)[C@@]12C[C@@H](CC(=O)NCc3cccc4ccccc34)C(=O)N(Cc3ccco3)C1=CCC(C)(C)C2	-30	2	12	8	1.8	x	-1
52	CCC[C@@H]1CCCO[C@@](C(=O)NCc2ccccn2)(C(F)(F)F)C1	x	-3	4	69*	-0.4	x	-4
53	C[C@@H]1CN([C@@H](C)CO)C(=O)c2cc(NC(=O)NC3CCCCC3)ccc2O[C@@H](C)CCCCO[C@@H]1CN(C)CC1CCCCC1	-19	-4	23	u	4.1	-6[16.7 µM]	9
54	CC(=O)Oc1ccc2occ(C(=O)c3cccs3)c2c1	2	-1	-195	x	x	-9	x
55	Cc1ccccc1NC(=O)c1ccc(CSc2ncccn2)cc1	0	x	x	x	0.0	-8	-37
56	CCC(=O)NC[C@@H]1[C@H](c2ccc(-c3ccccc3)cc2)[C@H](CO)N1C(=O)C1CC1	-14	x	6	0	-2.3	-6[16.7 µM]	-1
57	C[C@H](CO)N1C[C@H](C)[C@@H](CN(C)C(=O)Nc2ccccc2)Oc2ccc(NC(=O)Nc3ccc(C(F)(F)F)cc3)cc2C1=O	0&-19	-3	4&8	0&1	-1.4&-0.8	15[16.7 µM]	4&11
